Screening results: PubChem, several laboratories
CHRM4 PAM: CHRM4 positive allosteric modulation; CHO-K1 hM4/Gqi5, Fluo-8 calcium fluorescence, ACh EC20; 0% = ACh EC20, 100% = maximal ACh; activation, % at 3 µM; actives 0.4% (n = 360,000); AID 624126;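 active means activation above its plate's cutoff, the mean activation of sample wells plus 3 SD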; further: some results filed as inactive read as strong as hits
M5 PAM: CHRM5 positive allosteric modulation | CHO-K1 hM5, Fluo-8 calcium, ACh EC20 PAM; 0% = ACh EC20, 100% = ACh EC100 | P08912 | activation, % at 3 µM | actives 0.3% (n = 360,000);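 active means activation above the run cutoff, the mean activation of all test compounds plus 3 SD, cut at about 18% in these data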
Target sequence (P08912 whole entry, looked up): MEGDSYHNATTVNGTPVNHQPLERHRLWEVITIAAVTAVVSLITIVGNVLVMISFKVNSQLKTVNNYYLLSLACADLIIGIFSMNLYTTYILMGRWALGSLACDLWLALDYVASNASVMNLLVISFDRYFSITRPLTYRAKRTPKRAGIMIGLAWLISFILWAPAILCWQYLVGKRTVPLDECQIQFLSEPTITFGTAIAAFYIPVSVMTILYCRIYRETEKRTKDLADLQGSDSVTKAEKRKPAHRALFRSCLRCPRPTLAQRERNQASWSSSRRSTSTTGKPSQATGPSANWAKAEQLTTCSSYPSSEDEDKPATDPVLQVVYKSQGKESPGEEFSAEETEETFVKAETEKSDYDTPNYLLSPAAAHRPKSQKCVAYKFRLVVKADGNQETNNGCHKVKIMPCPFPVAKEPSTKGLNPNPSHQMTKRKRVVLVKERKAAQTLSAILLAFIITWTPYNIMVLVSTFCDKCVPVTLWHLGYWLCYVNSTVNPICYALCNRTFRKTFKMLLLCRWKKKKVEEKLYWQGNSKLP
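System – CHO-K1 hM5 cells · Compound – 3 µM, single dose · Incubation – compound preincubation 140 s before EC20 acetylcholine addition · Technique – Fluo-8 calcium fluorescence · Measure – Max/basal fluorescence ratio as % of EC20–EC100 ACh window · Benchmarks – low control EC20 acetylcholine (0%), high control EC100 acetylcholine (100%) · Replication – singlicate, one well per test compound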
TAAR1 agonist: agonists of human TAAR1; Q96RJ0; CHO RD-HGA16 TAAR1, Fluo-8 calcium fluorescence; vehicle wells 0%, saturating PEA agonist 100%; activation, % at 3 µM; actives 0.99% (n = 360,000);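 active means activation above the mean activation of all test compounds in the run plus 3 SD, cut at about 38% in these data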
Target sequence (Q96RJ0 whole entry, looked up): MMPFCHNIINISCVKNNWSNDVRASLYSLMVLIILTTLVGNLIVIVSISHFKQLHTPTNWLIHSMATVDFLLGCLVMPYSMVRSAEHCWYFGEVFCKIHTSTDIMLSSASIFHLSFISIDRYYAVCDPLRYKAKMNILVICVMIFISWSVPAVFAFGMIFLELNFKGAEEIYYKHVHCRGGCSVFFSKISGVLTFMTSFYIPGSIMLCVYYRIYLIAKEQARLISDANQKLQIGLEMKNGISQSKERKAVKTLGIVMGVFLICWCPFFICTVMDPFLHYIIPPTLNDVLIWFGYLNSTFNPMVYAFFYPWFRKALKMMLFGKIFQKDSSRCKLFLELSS
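Assay system: CHO-derived RD-HGA16 cells with stable Gα16 and human TAAR1; timing: 17-24 h seeding, 75 min 37 °C dye, 30 min RT; read-out: % activation from peak over basal fluorescence ratio, DMSO-to-PEA scaled; measured by: kinetic Fluo-8 calcium fluorescence; benchmarks: low control DMSO, high control PEA (EC100); doses: 3 µM single concentration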
TAAR1 antagonist: antagonists of human TAAR1; Q96RJ0; CHO RD-HGA16 TAAR1, Fluo-8 calcium fluorescence, antagonist; inhibition, % at 3 µM; actives 1.5% (n = 360,000); AID 624466;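 active means inhibition above a per-plate cutoff, the mean inhibition of test compounds on that plate plus 3 SD, cut at about 49% in these data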;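 further: 0% = DMSO plus EC80 beta-PEA response and 100% = DMSO alone without agonist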
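Assay system: RD-HGA16 CHO cells with stable hTAAR1 and Gα16 / Reagent: EC80 β-phenethylamine stimulus / Doses: 3 µM, single point / Timing: dye loading 75 min at 37 °C, then 30 min room temperature / Measured by: Fluo-8 intracellular calcium dye fluorescence, real-time kinetic reads / Controls: vehicle wells and EC80 agonist wells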
M5 antag: blocks acetylcholine activation of human M5 receptor; P08912; inhibition, % at 3 µM; actives 0.59% (n = 360,000); CHO-hM5 cells, Fluo-8 calcium fluorescence, ACh EC80;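 active means inhibition above a per-plate cutoff, the mean of that plate's test compounds plus 3 SD, cut at about 27% in these data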;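 further: 0% = acetylcholine EC80 with DMSO and 100% = DMSO without agonist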
M5 ag: agonists of human muscarinic M5 receptor (CHRM5) | CHO-K1 hM5 cells, Fluo-8 calcium fluorescence; 0% DMSO wells, 100% maximal acetylcholine response | activation, % at 3 µM | actives 0.19% (n = 360,000);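 active means activation above the run's mean over test compounds plus 3 SD, cut at about 23% in these data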;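 further: signal is peak over basal fluorescence ratio across the kinetic read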
CHO-K1 Ca PAM: nonselective activator or artifact in parental CHO-K1 calcium assay; ATP EC20, Fluo-8 calcium fluorescence; 0% at ATP EC20, 100% at ATP max; activation, % at 3 µM; actives 0.02% (n = 360,000); AID 602247;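 active means activation above the run cutoff, the mean activation of all test compounds plus 3 SD, cut at about 40% in these data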;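 further: peak over basal fluorescence ratio in a 140 s read after ATP addition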
CRFBP-R2 block: antagonists of CRF-binding protein/CRF-R2 receptor complex. HEK293 CRF-R2/CRF-BP, CRF-induced calcium fluorescence. inhibition, % at 11.8 µM. actives 0.59% (n = 350,000). AID 588475;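 active means inhibition of the ligand-induced calcium signal above about 50% at the single tested concentration, limit read from the data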
CRFBP-R2 agonist: agonists of human CRF-binding protein/CRF-R2 receptor complex. HEK293 CRF-R2/CRF-BP, calcium dye fluorescence (FLIPR); percent of saturating CRF peptide response. activation, % at 13.2 µM. actives 0.46% (n = 350,000). AID 588473;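 active means activation of at least 50%, plus an integration ratio under a set limit after plate pattern correction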;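 further: plate controls were neutral control wells without compound for no effect and CRF at EC100 for full effect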
* marks the source's active call; other numbers are inactive results; / = no result given. The order is random (roughly 4.2% active in at least one column).

molecule	CRFBP-R2 agonist	CHO-K1 Ca PAM	M5 PAM	TAAR1 agonist	CRFBP-R2 block	M5 antag	M5 ag	TAAR1 antagonist	CHRM4 PAM
Cc1cc(-c2nnc(CCC(=O)NC(Cc3ccccc3)c3ccccc3)o2)no1 (stereo not given)	1.5	20	4	0	21	4	-2	4	2
CCOC(=O)C1(C(F)(F)F)N=C(c2cccnc2)OC(N2CCOCC2)=N1 (stereo not given)	0.1	11	1	6	13	0	3	1	6
O=C(c1ccncc1)N1CCN(c2cc(-c3ccccc3)nc3cc(-c4cccc(Cl)c4)nn23)CC1	2.8	5	2	1	-32	4	0	15	3
Cc1ccc(-n2nnnc2SC(C)C(N)=O)c(C)c1 (stereo not given)	0.8	-7	-2	4	-20	3	0	-10	-7
COC(=O)CCCC1=CC2=CC(=O)C(C)(OC(=O)c3cccs3)C(=O)C2=CN1C1CC1 (stereo not given)	2.5	22	17	4	2	0	-2	0	5
C=CCN(c1ccccc1OC)S(=O)(=O)c1cccc(C(=O)NCc2ccco2)c1	3.7	3	7	1	-7	5	3	-10	-1
CCN(CC)CCN(C(=O)c1ccc(Br)s1)c1nc2cc3c(cc2s1)OCCO3	2.4	26	3	1	-20	-6	-13	-35	11
CSc1ncc(Cl)c(C(=O)NCc2cccnc2)n1	0.0	10	4	1	-14	9	-5	-15	-4
CC(=O)NCCC(=O)Nc1nc2c(ccc3ccccc32)s1	-1.3	-4	1	6	14	11	-1	-12	-4
CC1CCC(NC(=O)c2cc(S(=O)(=O)N3CCCCC3)c[nH]2)CC1 (stereo not given)	-1.1	10	-4	2	-6	2	5	-4	1
CC12CCC(=O)N1C(C(=O)Nc1nc(-c3cc(F)ccc3F)cs1)CS2 (stereo not given)	0.8	-8	-2	1	-34	6	-2	-29	-1
Cc1ccc2c(c1)C(O)(CC(=O)c1cccc(-n3cccc3)c1)C(=O)N2 (stereo not given)	-0.8	10	0	7	11	10	3	-15	-5
CC1CCCCC1NC(=O)CSc1ccsc1[N+](=O)[O-] (stereo not given)	-1.8	22	0	5	0	-4	-5	-9	-2
CCOC(=O)C(=CNc1ccc(N2CCOCC2)cc1)C(=O)OCC	-1.3	4	8	2	10	-2	3	-10	3
CC1Cc2ccccc2N1C(=O)COc1cccc(-n2cnnn2)c1 (stereo not given)	0.5	14	-7	8	3	1	-1	16	2
Cc1ccc(S(=O)(=O)N2CCCC(C(=O)NCc3cccnc3)C2)cc1Cl (stereo not given)	-1.6	9	4	5	-10	0	-5	9	-3
COC(=O)c1ccccc1NC(=O)Cn1cc(Br)cn1	-1.3	-1	-2	-3	-4	0	-2	-6	2
Cc1ccc2[nH]c3c(NCc4ccco4)ncnc3c2c1	-2.8	4	-14	14	-3	16	6	23	-13
O=C(NCc1ccco1)C(=O)NCC1OCCCN1S(=O)(=O)c1ccc(Cl)cc1 (stereo not given)	-1.1	7	-2	0	8	7	-1	6	2
C/C(=N/NC(=O)c1cccs1)c1cccc(NC(=O)C2CC2)c1	-1.0	18	1	1	-21	1	-2	-2	3
COc1ccc(CNC(=O)c2ccccc2NS(C)(=O)=O)cc1	-3.4	13	5	0	-4	-1	0	10	3
O=C(NC1CC1)c1cccc(Br)c1	-2.2	15	11	0	2	-11	-3	-1	3
CCc1nnc(NC(=O)C2CCN(S(=O)(=O)c3ccc(C)cc3)CC2)s1	-1.6	15	5	-1	11	-1	2	10	-3
CC(C)(O)C#Cc1ccc(C(=O)N2CCC(C(N)=O)(N3CCCCC3)CC2)o1	1.9	5	-6	0	-12	17	0	-12	-6
OCCC1CN(Cc2ccc3nsnc3c2)CCN1CCc1ccccc1 (stereo not given)	-1.5	29	-2	2	-7	-2	-10	0	-5
COc1ccc(CCn2c(=O)[nH]c3cc(C(=O)N4CCN(c5ccccc5)CC4)ccc3c2=O)cc1OC	-1.2	2	-1	4	-9	8	3	-11	-3
NC(=O)[C@@H]1CCCCNc2c(F)cc([N+](=O)[O-])cc2C(=O)N[C@@H](CC(=O)O)C(=O)NCC(=O)N1	-0.2	-6	0	4	2	10	2	1	6
COc1ccccc1CC(=O)NNC(=O)c1ccco1	4.8	-5	2	0	9	6	0	2	-1
O=C(C[n+]1ccc(C(=O)N/N=C/c2ccc(Br)cc2)cc1)c1ccccc1	0.3	8	-2	1	34	3	3	-6	-3
CCC(=O)Nc1cccc2ccccc12	-1.5	-6	-1	1	-17	2	-6	7	2
COc1cc(C(=O)N2Cc3cc4ccccc4nc3C2C)cc(OC)c1OC (stereo not given)	-1.0	7	-4	2	-16	-2	0	1	1
O=C(NCc1ccccc1F)C1CCCN1C(=O)Nc1ccccc1 (stereo not given)	1.1	-19	-2	5	-3	4	0	1	-5
O=C(COC(=O)CC1c2ccccc2CCN1S(=O)(=O)c1ccc(F)cc1)Nc1ccccc1 (stereo not given)	7.3	19	-8	2	57*	4	-2	27	-5
Cc1ccc(CNS(=O)(=O)NCc2ccccc2F)cc1	-1.0	22	-1	-2	18	7	-5	8	-7
COC(=O)CSc1nnnn1-c1cccc2ccccc12	-1.1	28	3	3	-11	-3	-1	-3	-6
CCOC(=O)Cc1cc(C)[nH]c1C(=O)OCC	0.4	-9	11	1	-1	-1	-16	-11	-17
CC12CC3(C)CC(C)(C1)CC(C(=O)NCC(=O)O)(C2)C3	-2.3	16	0	1	-13	-6	0	7	-5
CCCCCCCCN1C(=O)[C@H](CC(=O)NCCCC)C[C@@]2(C(=O)OCC)CCCC=C12	/	13	-7	-2	/	-13	-4	-14	-1
CCc1ccccc1Nc1nc(N)nc(COC(=O)c2cccn2C)n1	-0.4	6	-2	6	13	-3	0	3	1
CCCN1CCC(NC(=O)CCc2nnc(Cc3cc(OC)ccc3OC)o2)CC1	-0.3	-27	0	5	10	7	-4	-8	-4
CC1CCCN(C(=S)Nc2ccc(S(=O)(=O)N3CCCCC3)cc2)C1 (stereo not given)	-0.8	21	-1	29	7	15	-3	-30	2
CNC(=O)COC(=O)/C=C/c1cn(-c2ccccc2)nc1-c1ccc2c(c1)OCCO2	-0.4	-3	3	4	-1	7	6	-17	-2
CN(C)c1nc(NC(C)(C)C)nc(SCC(=O)Nc2ccccc2)n1	-4.7	9	7	4	17	2	-6	-8	-4
Cc1ccc(C)c(OCCC(=O)OCC(=O)N2c3ccccc3NC(=O)C2(C)C)c1	-4.7	18	-3	1	24	5	0	28	-2
Cc1ccc(NC(=O)CCN2C(=O)c3ccccc3C2=O)c(C)c1	-1.1	4	7	-1	14	0	-3	-1	7
CCN1CCN(c2ccc(S(=O)(=O)N3CCOCC3)cc2NC(=O)c2ccc(OCC(C)C)cc2)CC1	1.2	-8	-2	1	-13	9	0	-6	-2
Cc1cc(S(=O)(=O)N2CCN(C(=O)CCC(=O)N3CCOCC3)CC2)ccc1Br	-3.5	14	7	-1	5	1	-9	-7	18
O=C(NCc1ccccn1)NC12CC3CC(CC(C3)C1)C2	1.7	3	0	6	6	-3	0	5	-2
O=C(Nc1ccc2c(c1)OCO2)C1CC(=O)N(c2ccc3c(c2)OCCO3)C1 (stereo not given)	1.3	18	-2	5	-5	6	1	7	14
COC(=O)COc1ccc(S(=O)(=O)Nc2ccc(C(N)=O)cc2)cc1C	-0.7	-5	1	1	-3	3	-2	-1	-7
CCN1CCN(c2nc(C)nc3c2sc(=S)n3C)CC1	-2.9	17	1	0	-9	-4	-3	-7	5
COC(=O)C1=C(NC(=O)c2ccc(C)cc2)CCS1	-0.9	31	3	13	-1	0	1	-3	3
Cc1ccccc1/C=c1\s/c(=C\C(=O)C(C)(C)C)[nH]c1=O	2.0	-4	-12	3	-1	18	-5	17	-6
CCOc1ccc(S(=O)(=O)N2CCN(c3ccccn3)CC2)cc1	-0.5	23	5	-2	7	1	4	0	-2
CSc1ccccc1CNC(=O)C1(C)CCCN1CC(C)C (stereo not given)	/	17	7	1	/	-4	-3	-22	-4
CC(C)COc1nc2ccccc2nc1C(C#N)C(=O)NC1CCCCC1 (stereo not given)	1.5	12	-1	3	-5	-7	-1	-22	4
COC(=O)c1c(C(=O)OC)c(-c2ccc(OC)cc2)n2c1CCC2	-2.3	23	0	1	6	2	-1	-22	0
CCCCc1c(O)c2ccccc2n(CCCC)c1=O	1.4	23	-4	2	9	6	-3	-22	7
O=[N+]([O-])c1ccc(Oc2ccc(OCc3ccccc3)cc2)nc1	4.2	-9	-2	4	28	6	-3	21	-4
CC(=O)c1cccc(NS(=O)(=O)c2ccc(C(=O)Nc3ccccc3)cc2)c1	2.3	-10	-13	10	2	11	6	43	-9

Reprinted from the results shown (three entries):
molecule	CRFBP-R2 agonist	CHO-K1 Ca PAM	M5 PAM	TAAR1 agonist	CRFBP-R2 block	M5 antag	M5 ag	TAAR1 antagonist	CHRM4 PAM
O=C(Nc1ccc2c(c1)OCO2)C1CC(=O)N(c2ccc3c(c2)OCCO3)C1 (stereo not given)	1.3	18	-2	5	-5	6	1	7	14
COC(=O)COc1ccc(S(=O)(=O)Nc2ccc(C(N)=O)cc2)cc1C	-0.7	-5	1	1	-3	3	-2	-1	-7
CCN1CCN(c2nc(C)nc3c2sc(=S)n3C)CC1	-2.9	17	1	0	-9	-4	-3	-7	5

Next part:
molecule	CRFBP-R2 agonist	CHO-K1 Ca PAM	M5 PAM	TAAR1 agonist	CRFBP-R2 block	M5 antag	M5 ag	TAAR1 antagonist	CHRM4 PAM
Cc1ccc(C(=O)NC(=S)Nc2ccc(S(=O)(=O)N3CCN(C)CC3)cc2)cc1	-2.4	24	-4	10	17	4	-5	5	-7
CC(C)(C)c1ccc(C(=O)N2CCN(C(=O)c3cccs3)CC2)cc1	-0.6	-18	-2	1	14	12	2	9	-1
CCOC(=O)C1=C(C)NC(C)=C(C(=O)OCC)C1C(=O)OCC(=O)NCCc1ccc(S(N)(=O)=O)cc1	1.3	10	7	1	3	0	-2	-11	14
Cc1nnc2n(c1=O)C(CS(=O)(=O)c1ccccc1)CS2 (stereo not given)	1.4	13	7	15	1	-1	-2	-1	3
CC(NC(=O)CCCN1C(=O)c2ccccc2C1=O)c1ccc2c(c1)CCCC2 (stereo not given)	-0.6	16	0	1	17	0	0	29	4
COc1cccc(/C=N/Nc2nc3ccccc3n3cnnc23)c1	-1.9	-12	-13	16	9	12	-2	33	8
CC(=O)Nc1ccc(S(=O)(=O)N2CCC(c3nc4c(nnn4Cc4ccccc4Cl)c(=O)[nH]3)CC2)cc1	-0.5	-3	-8	-2	5	7	-9	-16	-5
